# Cardiac RTF inh – cardiac RTF calcium sensitivity inhibitors, primary screen, biochemical, IANBD-TnC fluorescence, EC70 calcium; IANBD-labeled cardiac RTF, Ca2+ fluorescence; inhibition, % at 7.15 µM; 0.12% of 340,000 active; AID 493244, 2011;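 active = inhibition above the mean inhibition of all tested compounds plus 3 SD, cut at about 17% in these data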;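 note: assay run at fixed EC70 calcium of 1.6 mM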
# Arr AP2 block – inhibitors of beta-arrestin/AP2 binding, primary screen, biochemical, GPCR trafficking, flow cytometry; FITC-arrestin peptide / GST-AP2 beads; AP2 beta2 appendage carries R879A mutation; 0.31% of 340,000 active; beta-arrestin 1 C-terminal peptide binding to AP2 beta2-adaptin appendage (human); inhibition, % at 10 µM;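 active = inhibition above a set limit, near 3 SD of compounds lacking own fluorescence, cut at about 54% in these data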;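 note: plate controls were DMSO wells for no effect and 5 µM unlabelled arrestin peptide for full effect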
#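 System: GST-AP2 R879A glutathione beads | Also added: FITC-arrestin peptide, 50 nM | Times: 12 min plus 1 h, RT | Signal: Bead flow cytometry, FITC channel | Buffer or medium: PBS with 0.05% Tween 20 and 0.1% BSA | Read-out basis: Percent drop in bead-associated FITC signal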
# MOR-DOR inv ag – inverse agonists of MOR-DOR heterodimerization, primary screen, cell-based, luminescence; Mu-type opioid receptor (Homo sapiens) + Delta-type opioid receptor (Homo sapiens), …; cell-based MOR-DOR heterodimer luminescence, inverse agonism; inhibition, % at 9.3 µM; 0.21% of 340,000 active; AID 504357, 2011; in the data active = inhibition above about 22%, passing the limit was not always enough;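 note: 0% = cells with DMSO and 100% = wells without cells with DMSO; values of inactives mirror those of a sister screen read the other way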
# Keap1 Nrf2 FP – Keap1-Nrf2 protein-protein interaction inhibitors, primary screen, biochemical, fluorescence polarization, single point; 0.15% of 340,000 active; inhibition, % at 9.4 µM; AID 504523, 2011; Keap1 Kelch-Nrf2 peptide fluorescence polarization, 1536-well; Kelch-like ECH-associated protein 1 (Homo sapiens), Q14145; in the data active = inhibition above about 12%;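 note: human Keap1 Kelch domain with fluorescein labeled Nrf2 9mer peptide probe; 0% = neutral control wells and 100% = peptide positive control; higher means more block of Keap1 binding to Nrf2 peptide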
# Target sequence (Q14145 whole entry, looked up, the tested form may be a part): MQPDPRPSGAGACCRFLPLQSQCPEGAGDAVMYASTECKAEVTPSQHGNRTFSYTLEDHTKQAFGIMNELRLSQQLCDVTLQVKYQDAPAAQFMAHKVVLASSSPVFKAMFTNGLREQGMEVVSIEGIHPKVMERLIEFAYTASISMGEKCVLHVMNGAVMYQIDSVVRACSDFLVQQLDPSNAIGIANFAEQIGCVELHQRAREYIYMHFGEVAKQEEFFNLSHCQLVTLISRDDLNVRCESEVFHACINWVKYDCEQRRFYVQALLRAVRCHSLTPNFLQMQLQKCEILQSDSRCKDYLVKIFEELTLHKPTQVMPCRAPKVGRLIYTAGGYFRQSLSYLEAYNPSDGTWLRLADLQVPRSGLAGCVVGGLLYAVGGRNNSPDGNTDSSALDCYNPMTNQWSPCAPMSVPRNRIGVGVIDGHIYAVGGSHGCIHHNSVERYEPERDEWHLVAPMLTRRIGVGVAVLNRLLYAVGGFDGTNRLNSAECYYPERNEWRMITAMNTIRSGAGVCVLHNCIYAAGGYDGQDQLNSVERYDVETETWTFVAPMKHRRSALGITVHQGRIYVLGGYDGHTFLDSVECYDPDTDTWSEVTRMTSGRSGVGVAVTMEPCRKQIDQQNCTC
# cardiac RTF act – cardiac RTF calcium sensitivity activators, primary screen, biochemical, IANBD-TnC fluorescence, EC20 calcium; Troponin I, cardiac muscle (Homo sapiens) + Troponin T, cardiac muscle (Homo sapiens) + …; 0.24% of 340,000 active; AID 493008, 2010; activation, % at 7.2 µM; IANBD-labeled TnC RTF fluorescence at EC20 calcium; 0% EC20 calcium, 100% full calcium;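 active = activation above the mean over all tested compounds plus 3 SD, cut at about 30% in these data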;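 note: rise in fluorescence read as greater calcium sensitivity of cardiac thin filaments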
# MOR-DOR ag – agonists of OPRM1-OPRD1 heterodimerization, primary screen, cell-based, luminescence. cells. 0.3% of 340,000 active. activation, % at 9.3 µM. Mu-type opioid receptor (Homo sapiens) + Delta-type opioid receptor (Homo sapiens), …; in the data active = activation above about 18%;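 note: 0% = vehicle-treated cells and 100% = reference agonist; values of inactives mirror those of a sister screen read the other way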
# LANA DNA inh – inhibitors of KSHV C-LANA binding to DNA, primary screen, biochemical, fluorescence polarization, FAM-LBS DNA, MBP-C-LANA, single point. Kaposi's sarcoma herpesvirus LANA C-terminal domain (residues 932-1162) DNA binding. inhibition, % at 9 µM. 0.078% of 340,000 active. AID 504423, 2011;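 active = highest replicate inhibition at or above 60% at 9 µM, even if other replicates fall short; inactive = all replicates below 60% inhibition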;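 note: 0% = neutral control wells and 100% = 4 µM acridine orange control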
# Wnt act – Wnt/beta-catenin pathway activators, primary screen, cell-based, plate reader, single point; Wnt/beta-catenin reporter cell assay, activator; activation, % at 9.35 µM; 1.2% of 300,000 active; in the data active = activation above about 30%, passing the limit was not always enough;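 note: 0% = neutral control wells and 100% = positive control wells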
# V-ATPase pH – regulators of yeast V-ATPase proton pumping, primary screen, pHLuorin cytosolic pH fluorescence; 0.37% of 350,000 active; response, % at 10 µM; S. cerevisiae; AID 504577, 2011; in the data active = response mostly above about 7.3%, no sharp cut-off; inactive = mostly below about 5.4%; note: actives read high; inactives centre near 0; some compounds called inactive have numbers as strong as hits; reference of the scale not given here
# DSG3 Ab inh – inhibitors of pemphigus antibody binding to DSG3, primary screen, biochemical, bead-based, flow cytometry, scFv-GFP | Desmoglein-3 (Homo sapiens), P32926 | DSG3-coupled beads, scFv-anti-DSG3-GFP binding; stronger effect = lower value | binding (percent of control), % at 10 µM | 0.48% of 310,000 active;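 active = binding more than 3 SD below its plate's average and above zero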;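 note: hits lower antibody fragment binding to DSG3; some compounds called inactive have numbers as strong as hits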
# Starred values were filed as active, the others as inactive; · = not tested or not shown.
# Value order – Cardiac RTF inh	Arr AP2 block	MOR-DOR inv ag	Keap1 Nrf2 FP	cardiac RTF act	MOR-DOR ag	LANA DNA inh	Wnt act	V-ATPase pH	DSG3 Ab inh
OCCN1CCOCCN(CCO)CCN(CCO)CC1
→ -7	3	0	0	-1	-0.1	-1.5	2	0	115
O=C1C(=O)N(CCN2CCOCC2)C(c2ccccn2)/C1=C(/O)c1ccc(Cl)cc1 (centres undefined)
→ -2	8	15	-7	-1	-2.6	0.2	8	2	101
CCOC(=O)N1CCN(c2c(Nc3ccc4c(c3)OCCO4)c(=O)c2=O)CC1
→ 0	5	2	-4	4	-0.3	-0.2	-1	1	115
N#Cc1ccccc1NC(=O)CSc1nnc(-c2ccccc2O)n1-c1ccccc1
→ -4	0	10	1	5	-1.8	0.4	·	0	99
CC(=O)Nc1nonc1-c1ccccc1
→ -6	-5	11	-6	3	-2.3	1.7	-2	0	92
O=C(Nc1nc2ccccc2[nH]1)c1cc2ccccc2o1
→ -11	-9	3	3	4	-0.6	-2.2	13	2	95
CN=C1c2cc3cc(OC)ccc3n2CCN1Cc1ccccc1
→ -5	-10	9	1	5	-1.6	0.6	·	-2	116
CC(=O)c1cn(C)c(=O)n(C)c1=O
→ 5	·	6	-4	-1	-0.8	1.4	-2	1	105
CNC(=O)c1nnn(Cc2ccccc2)c1NC(C)=O
→ -8	-2	15	-4	5	-3.4	-1.6	·	-6	97
CCOC(=O)c1oc2cc(O)cc(C)c2c1C
→ 1	5	-23	-3	8	4.5	-0.8	-4	-31	96
CCCC(=O)Nc1cc(OC)c(NC(=S)Nc2ccc(CC)cc2)cc1OC
→ 3	-1	3	5	5	-0.5	0.4	7	-1	119
CCc1nnc(NC(=O)CSc2nnc(-c3ccc(S(=O)(=O)N(CC)CC)cc3)n2CC)s1
→ -5	6	2	-2	-1	-0.6	2.5	·	-1	102
CN1CC=C2C(C#N)=C(N)C(C#N)(C#N)C(Cc3ccccc3)C2C1 (centres undefined)
→ -21	3	-28	9	23	4.5	42	·	0	·
Cc1cc(C)n(-c2ccc(C(F)(F)F)cc2[N+](=O)[O-])n1
→ -33	3	-6	-8	10	1.1	0.7	-1	-6	104
CC(NC(=S)Nc1ccc(F)cc1)C(c1cccs1)N1CCOCC1 (centres undefined)
→ -12	1	2	-4	1	-0.4	1.0	-4	1	111
Cc1ccc(NC(=O)CSc2nc(N)c3c4c(sc3n2)CSC(C)(C)C4)cc1
→ -14	-12	-49	-2	0	8.8	-1.4	5	-2	126
COc1ccccc1N1CCN(c2ncnc3c2oc2ccccc23)CC1
→ -19	-3	2	0	-3	-0.3	0.8	·	-2	74
Nc1cc2c(cc1C(=O)c1ccccc1F)OCCO2
→ -7	-5	2	-4	0	-0.2	0.6	-10	-4	89
COc1ccc(C(=O)N2CCOC2CNC(=O)C(=O)NCc2ccc(F)cc2)cc1 (centres undefined)
→ -7	-1	10	-1	-4	-1.8	0.0	-6	-2	·
NC(=O)c1ccc(-c2ccc(Br)cc2)o1
→ 5	40	1	2	3	-0.1	-1.6	14	-2	·

# Record cards, as listed above:
# Results for CCOC(=O)N1CCN(c2c(Nc3ccc4c(c3)OCCO4)c(=O)c2=O)CC1 : Cardiac RTF inh: 0; Arr AP2 block: 5; MOR-DOR inv ag: 2; Keap1 Nrf2 FP: -4; cardiac RTF act: 4; MOR-DOR ag: -0.3; LANA DNA inh: -0.2; Wnt act: -1; V-ATPase pH: 1; DSG3 Ab inh: 115
# Results for Cc1cc(C)n(-c2ccc(C(F)(F)F)cc2[N+](=O)[O-])n1 : Cardiac RTF inh: -33; Arr AP2 block: 3; MOR-DOR inv ag: -6; Keap1 Nrf2 FP: -8; cardiac RTF act: 10; MOR-DOR ag: 1.1; LANA DNA inh: 0.7; Wnt act: -1; V-ATPase pH: -6; DSG3 Ab inh: 104

# Individual results from the list:
# Reading of CNC(=O)c1nnn(Cc2ccccc2)c1NC(C)=O under Arr AP2 block: -2
# Reading of O=C1C(=O)N(CCN2CCOCC2)C(c2ccccn2)/C1=C(/O)c1ccc(Cl)cc1 (centres undefined) under Wnt act: 8
# Reading of CN=C1c2cc3cc(OC)ccc3n2CCN1Cc1ccccc1 under cardiac RTF act: 5
# Reading of CCOC(=O)N1CCN(c2c(Nc3ccc4c(c3)OCCO4)c(=O)c2=O)CC1 under DSG3 Ab inh: 115
# Reading of CC(=O)Nc1nonc1-c1ccccc1 under Keap1 Nrf2 FP: -6
# Reading of CCCC(=O)Nc1cc(OC)c(NC(=S)Nc2ccc(CC)cc2)cc1OC under Keap1 Nrf2 FP: 5

# Going on with the list.
# Value order – Cardiac RTF inh	Arr AP2 block	MOR-DOR inv ag	Keap1 Nrf2 FP	cardiac RTF act	MOR-DOR ag	LANA DNA inh	Wnt act	V-ATPase pH	DSG3 Ab inh
CCCCC1CC1C(=O)Nc1ccc(OC)c(OC)c1 (centres undefined)
→ -6	13	-26	-7	-6	4.7	-1.4	·	-4	100
CC(=O)Nc1ccc(OC(=O)Cc2ccc(Cl)cc2)cc1
→ 11	-6	-9	-4	-6	1.9	-0.5	-2	4	99
CC(C)(C)C(=O)NC(NC(=S)Nc1sc2c(c1C#N)CCCC2)C(Cl)(Cl)Cl (centres undefined)
→ -4	0	-23	-8	7	4.0	-0.5	-6	-2	96
COCCCNC(=O)Cn1c(=O)n(CCCCCC(=O)NCc2ccc3c(c2)OCO3)c(=O)c2sccc21
→ -3	5	4	3	2	-0.8	1.4	-2	-5	83
CCN(CC(=O)N1CCC(C(N)=O)CC1)S(=O)(=O)c1ccc(Cl)cc1
→ -3	4	6	-7	5	-1.1	2.4	-1	1	·
O=C(CCn1c(=O)[nH]c2ccsc2c1=O)NCCc1ccc(Cl)cc1
→ -26	16	2	-2	8	-0.3	0.6	-5	1	111
C[C@H](NC(=O)c1ccccc1Cl)C(=O)OC(C(=O)Nc1cc(C(F)(F)F)ccc1Cl)c1ccccc1 (some centres undefined)
→ 3	-4	-27	-2	-5	5.0	-1.4	·	7	108
O=C(NCc1ccco1)C(c1ccc(F)cc1)N(CC1CCCO1)C(=O)Cn1nnc2ccccc21 (centres undefined)
→ 5	23	18	-1	-6	-4.3	-1.1	-3	3	98
N#CC(C#N)=c1ccc2c(c1)N1C3=C(CCCC3)CC3CCCCC31N=2 (centres undefined)
→ -13	-1	-13	-5	3	2.5	1.0	·	3	105
CCOC(=O)c1nnc(-c2ccccc2)nc1NCc1ccccc1
→ -3	5	-25	0	-2	4.9	-1.6	·	0	101
Cc1cc(-c2nnc(SCC(=O)c3ccc4c(c3)OCCO4)o2)no1
→ 10	27	7	-3	-4	-1.1	-0.8	-3	0	83
Cn1nccc1C(=O)Oc1ccc(/C=N/NC(=O)c2ccccc2O)cc1
→ -8	·	19	-4	9	-4.1	-1.2	2	6	110
COC(=O)c1cccc(CN2C(=O)SC(Nc3ccc(C)cc3)C2=O)c1 (centres undefined)
→ -6	-2	12	-6	5	-2.4	-0.3	-1	0	104
Nc1c(NCCC2=CCCCC2)c(=O)[nH]c(=O)n1Cc1ccccc1
→ -4	-5	13	0	3	-2.6	7.1	·	-79	110
CC(C)CC(=O)Nc1ccc(C(=O)NNC(=S)NC(=O)C2CCCCC2)cc1
→ -7	1	15	3	14	-2.7	1.0	·	-4	99
O=C(CN1C(=O)CSC1=O)N1CCc2ccccc2C1
→ -14	31	5	5	2	-0.9	0.6	·	4	103
Cc1cc(C(=O)N2CCCC(C(=O)c3cccc(C(F)(F)F)c3)C2)n[nH]1 (centres undefined)
→ -2	-1	9	-5	-9	-1.8	-0.6	-1	-4	97
Cc1ccc(CNC(=O)CN(C(=O)C2(C)CC(=O)N=C3C=CC=CN32)c2ccc(F)cc2)cc1 (centres undefined)
→ -7	0	5	-3	-5	-0.9	0.3	-1	2	96
Cc1ccc(S(=O)(=O)CCC(=O)NCc2ccc(Cl)cc2)cc1
→ -8	-8	4	-2	3	-0.7	1.6	-9	1	98
COc1cccc(/C=N/n2c(COc3ccccc3)n[nH]c2=S)c1O
→ -5	-19	5	-6	-4	-1.0	-0.6	0	-2	106

# The list goes on.
compound | Cardiac RTF inh | Arr AP2 block | MOR-DOR inv ag | Keap1 Nrf2 FP | cardiac RTF act | MOR-DOR ag | LANA DNA inh | Wnt act | V-ATPase pH | DSG3 Ab inh
Cn1cnc2cc(NC(=O)COc3ccccc3)ccc21 | -4 | 25 | -6 | -1 | 3 | 0.8 | 0.0 | 12 | -2 | 126
O=[N+]([O-])c1ccc(-n2cccn2)c(-c2nn[nH]n2)c1 | -5 | 18 | 10 | -3 | -6 | -1.9 | -1.6 | -1 | 3 | 103
COc1cc2c(cc1OC)CC(C(=O)NCc1ccccc1)NC2 (centres undefined) | -2 | -2 | 8 | -4 | 2 | -1.7 | -1.3 | -1 | -2 | 116
O=C(NCCC1=CCCCC1)c1cccc2c1C(=O)N(C1CCCCC1)C2 | 11 | · | 4 | -4 | 5 | -0.8 | 1.2 | -29 | -3 | 108
COc1ccc(OC)c(C2NC(=O)NC(C)=C2C(=O)OCc2ccccc2)c1 (centres undefined) | -5 | 17 | 9 | 0 | 3 | -1.9 | 0.2 | -2 | 6 | 104
CNc1c([N+](=O)[O-])cnn1-c1ccc(F)cc1 | -8 | 10 | 16 | 1 | 9 | -3.2 | -0.3 | -1 | 0 | 97
S=c1[nH]nc(COc2ccccc2)n1/N=C/c1ccc(Cl)cc1Cl | -12 | 18 | -14 | 4 | -4 | 2.9 | 0.2 | 1 | 3 | 102
Cc1ccc(-n2nc3c(c2NC(=O)c2c(F)cccc2Cl)CS(=O)(=O)C3)cc1C | -7 | -25 | 14 | 0 | -2 | -2.6 | 0.3 | 0 | 1 | 109
COc1cc(NS(=O)(=O)c2cn(C)cn2)cc(OC)c1OC | 7 | -5 | 12 | -7 | -2 | -2.3 | 0.5 | -3 | 2 | ·
Cn1cnnc1SCCCN1C(=O)c2cccc3cccc(c23)C1=O | -7 | 44 | 1 | -1 | 0 | -0.1 | -0.6 | 3 | -2 | 102
CCC(C)NC(=O)CCc1nnc2ccc(N3CCC(C)CC3)nn12 (centres undefined) | -5 | 30 | 23 | -1 | -4 | -5.0 | 0.4 | 2 | -32 | 91
COC(=O)CSc1nc2[nH]ncc2c(=O)[nH]1 | -4 | 0 | -2 | -1 | -4 | 0.3 | 1.0 | -8 | -2 | 83
CC(NC(=O)NC12CC3CC(CC(C3)C1)C2)c1ccc2c(c1)OCO2 (centres undefined) | -3 | 33 | 11 | -1 | -5 | -2.0 | -1.6 | -1 | 4 | 102

# Source: PubChem (several laboratories)
